Assay outcomes as filed in PubChem.
PrPC TRFRET – inhibitors of human cell surface prion protein PrPC; 0.43% of 370,000 active; inhibition, % at 13.8 µM; P04156; AID 720596; TR-FRET read-out; in the data active = inhibition above about 24%; note: 0% = median of the test wells and 100% = reference compound wells
Anthrax LF inh2 – anthrax lethal factor protease inhibition; P15917; multiplex microsphere protease cleavage assay, LF; inhibition, % at 10 µM; 0.12% of 360,000 active; AID 588501; note: plate controls were buffer without enzyme for full effect and enzyme alone for no effect
Target sequence (P15917 whole entry, looked up): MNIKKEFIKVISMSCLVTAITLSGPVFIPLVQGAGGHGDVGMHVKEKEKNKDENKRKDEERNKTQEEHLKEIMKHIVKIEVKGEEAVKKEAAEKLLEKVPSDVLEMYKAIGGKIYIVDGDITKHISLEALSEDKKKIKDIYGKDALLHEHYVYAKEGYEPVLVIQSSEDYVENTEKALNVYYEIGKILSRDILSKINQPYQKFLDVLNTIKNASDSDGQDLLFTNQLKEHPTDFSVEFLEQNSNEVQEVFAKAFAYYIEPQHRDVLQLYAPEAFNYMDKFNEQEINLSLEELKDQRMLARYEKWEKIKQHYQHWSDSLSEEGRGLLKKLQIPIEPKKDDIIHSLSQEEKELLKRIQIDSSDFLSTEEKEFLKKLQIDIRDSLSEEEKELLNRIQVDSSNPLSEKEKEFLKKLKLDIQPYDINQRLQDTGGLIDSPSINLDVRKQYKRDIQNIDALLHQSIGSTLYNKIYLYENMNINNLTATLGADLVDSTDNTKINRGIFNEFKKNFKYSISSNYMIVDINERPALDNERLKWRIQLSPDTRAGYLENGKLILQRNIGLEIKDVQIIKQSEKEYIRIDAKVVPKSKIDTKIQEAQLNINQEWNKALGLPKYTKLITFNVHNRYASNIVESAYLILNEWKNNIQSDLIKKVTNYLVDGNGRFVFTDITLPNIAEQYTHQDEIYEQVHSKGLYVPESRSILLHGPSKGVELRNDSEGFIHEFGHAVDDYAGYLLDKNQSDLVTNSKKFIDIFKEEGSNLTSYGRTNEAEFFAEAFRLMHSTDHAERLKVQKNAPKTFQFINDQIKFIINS
BoNT A protease – inhibitors of Botulinum neurotoxin A light chain protease; inhibition, % at 10 µM; AID 588499; 0.17% of 360,000 active; multiplex microsphere protease substrate cleavage, flow cytometry; note: plate controls were buffer without enzyme for full effect and enzyme alone for no effect
BH1578 lux ind – inducers of Vibrio cholerae quorum light production without autoinducers; activation, % at 18.7 µM; V. cholerae BH1578 lux reporter, luminescence, 6 h; 0.16% of 350,000 active; in the data active = activation mostly above about 9.7%, no sharp cut-off; inconclusive = no clear call, values can overlap the other calls; inactive = mostly below about 3.7%; note: not every result past the cut was called active; inactives centre near 0; reference of the scale not given here
PfHsp40 rescue – compounds rescuing yeast from Plasmodium falciparum HSP40 toxicity; S. cerevisiae expressing PfHsp40, growth rescue, ATP luminescence; growth rescue, % at 12.5 µM; 0.68% of 340,000 active; AID 504582; in the data active = growth rescue above about 28%, passing the limit was not always enough; inconclusive = no clear call, values can overlap the other calls;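 note: yeast W303a lacking pdr1 and pdr3 grown in galactose medium; growth measured after three days at 30 °C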
TcdB GH inh – TcdB glycohydrolase inhibition. P18177. TcdB glycohydrolase enzymatic assay, plate reader. inhibition, % at 9.99 µM. 0.24% of 350,000 active; in the data active = inhibition above about 10%
SARS 3CLpro inh – SARS-CoV 3CLpro protease inhibition; P0C6X7; recombinant SARS-CoV 3CLpro, quenched FRET peptide cleavage; inhibition, % at 6 µM; 0.14% of 290,000 active; AID 1706; in the data active = inhibition above about 12%
PriA SSB inh – K. pneumoniae PriA-SSBct interaction inhibition; AlphaScreen SSBct-PriA binding, biotinylated peptide; inhibition, % at 33 µM; 0.6% of 430,000 active; in the data active = inhibition mostly above about 37%, no sharp cut-off; inactive = mostly below about 20%;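 note: plate controls were negative control peptide for no effect and reference peptide for full effect; strong numbers were not always called active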
Y pestis TopoI – blocks Yersinia pestis topoisomerase I activity | Y. pestis Topo-I cleavage product accumulation, plate reader | activity, % at 10 µM | 0.064% of 360,000 active; in the data active = activity above about 50%, passing the limit was not always enough; inconclusive = no clear call, values can overlap the other calls; note: inactives centre near 2
The depositor's hits bear a star; i = inactive; ? = inconclusive; / = no result given; & = joins results of further samples. Cut-off read from the data, not from the text of the source, unless noted: active = inhibition above about 30%; inconclusive = no clear call, values can overlap the other calls; inactive = below that.

Preview, 3 compounds:
SMILES	PrPC TRFRET	Anthrax LF inh2	BoNT A protease	BH1578 lux ind	PfHsp40 rescue	TcdB GH inh	SARS 3CLpro inh	PriA SSB inh	Y pestis TopoI
COc1cccc(/C=C/C(=O)NNC(=O)CCN2CCN(Cc3ccccc3)CC2)c1	-4	-3	-0.1	-0.1	-1.7	1.4	-4	-5	7
Cc1cccc(-c2cc(N)n(-c3ccccc3)n2)c1	2	-2	-0.1	i	0.5	2.0	1	7	-6
CCOC(=O)N1CCN(Cc2ccc(OCC(O)CN3CCCCC3)cc2)CC1 (stereo not given)	1	-11	-2.1	-0.3	-2.1	0.3	2	-9	8

All compounds of this part (from the top)
SMILES	PrPC TRFRET	Anthrax LF inh2	BoNT A protease	BH1578 lux ind	PfHsp40 rescue	TcdB GH inh	SARS 3CLpro inh	PriA SSB inh	Y pestis TopoI
COc1cccc(/C=C/C(=O)NNC(=O)CCN2CCN(Cc3ccccc3)CC2)c1	-4	-3	-0.1	-0.1	-1.7	1.4	-4	-5	7
Cc1cccc(-c2cc(N)n(-c3ccccc3)n2)c1	2	-2	-0.1	i	0.5	2.0	1	7	-6
CCOC(=O)N1CCN(Cc2ccc(OCC(O)CN3CCCCC3)cc2)CC1 (stereo not given)	1	-11	-2.1	-0.3	-2.1	0.3	2	-9	8
COc1ccc(NC(=O)c2nnn(Cc3ccc(SC)cc3)c2N)c(OC)c1	17	0	-0.2	-0.2	1.3	1.2	-2	-2	-1
OCc1nc2ccccc2n1CCc1ccccc1	-2	/	/	-2.4	-2.0	3.7	4	-1	-2
CCCCc1nnc(NC(=O)CS(=O)(=O)Cc2ccccc2)s1	3	1	0.4	i	0.3	/	4	-4	4
Cc1c(C(=O)Nc2ccccn2)oc2ccccc12	-3	-3	3.8	i	0.7	1.7	-3	-9	2
c1ccc(-n2ccnc2)cc1	10	-14	-0.2	-0.3	1.0	-1.2	-1	-9	2
CC(C)(C)c1ccc(/C=C/C(=O)N2CCCCC2)cc1	3	0	0.0	-0.3	0.7	1.6	3	-7	14
COc1ccc(OC)c(-c2nn(-c3ccccc3)cc2C(=O)NCC(c2ccco2)N2CCCC2)c1 (stereo not given)	-2	4	2.5	-0.9	-2.1	1.3	/	3	14
Cc1nn(Cc2ccc(Cl)cc2Cl)c(Cl)c1C(=O)NC1CCCc2ccccc21 (stereo not given)	7	1	0.6	i	0.4	/	-5	-12	6
Cc1ccc(CNC(=O)COC(=O)[C@@H]2CC(O)CN2S(=O)(=O)c2ccc3c(c2)OCCO3)cc1 (stereo not given in full)	0	-1	-0.1	-0.1	?	2.2	3	-5	23
CC1(C)CC(=O)C(C(=S)Nc2ccccc2)=C(NCCN2CCOCC2)C1	-2	-3	0.8	-0.3	-2.2	/	-3	-5	-12
O=C(CSc1nc2ccccc2c(=O)n1-c1ccccc1)N1CCC1	9	-7	0.5	-0.1	-0.3	-1.1	1	-2	-4
O=C(CO/N=C1\CCCc2nonc21)Nc1ccc(Br)cc1	8	3	0.7	-3.3	-1.7	/	-7	/	-4
O=C(COC(=O)c1ccccc1OCc1ccccc1Cl)NC1CC1	0	-4	0.2	i	1.4	/	3	-20	31
CCNc1nc(OCCNS(=O)(=O)c2cc(C)ccc2C)nc(N(C)C)n1	3	5	0.1	i	-1.5	/	-3	4	4
CCn1cc(C(=O)NN)c(=O)c2cc(F)c(NC3CCCCC3)cc21	1	2	-1.5	-0.6	-0.5	0.1	0	-5	5
COC(=O)c1sccc1NC(=S)N1CCC(C)CC1	-5	2	-3.4	i	-0.7	/	5	-3	11
CC(C)Oc1ccc(N2CC(C(=O)Nc3ccccn3)CC2=O)cc1 (stereo not given)	7	2	0.6	-0.4	-0.4	-0.1	5	-4	8
CN(C)c1ccc(N=Cc2nc(-c3ccccc3)oc2O)cc1	-5	-2	0.5	0.1	0.0	/	-2	-2	-5
Cc1cc(C(=O)NNC(=O)[C@H](C)NC(=O)c2ccc(Br)cc2)c(C)o1	-1	-6	-0.6	-0.2	0.0	0.8	/	-11	-1
COc1ccc(CC(=O)Nc2nccs2)cc1S(=O)(=O)N1CCOCC1	-4	-2	2.5	-1.4	-0.4	0.2	/	-4	-1
COc1ccc(-c2[nH]ncc2CN2CCC(N3CCSCC3)CC2)c(F)c1	-2	0	-0.1	2.1	-0.5	0.6	6	-2	-10
COc1ccc(NC(=O)NC(C)(C(F)(F)F)C(F)(F)F)cc1	11	-1	-0.2	i	-0.1	/	-2	4	-5
O=C(O)c1ccc2c(=O)n3c(nc2c1)/C(=C/c1ccc(Cl)cc1Cl)CC3	0	3	0.6	-1.4	-1.2	0.1	-6	-2	3
O=C(COc1ccc([N+](=O)[O-])cc1)Nc1ccc(C(=O)Nc2ccccc2C(=O)O)cc1	-1	-8	-0.2	-0.3	0.7	0.8	1	-9	4
COc1ccc(S(=O)(=O)N2CCN(C(=O)c3ccccc3Cc3ccccc3)CC2)cc1OC	3	-9	0.1	i	/	1.0	/	/	26
CNC(=O)Oc1ccc2ncccc2c1	0	1	0.0	i	0.1	1.8	3	-1	0
CC(=O)c1cccc(NC(=O)N2CCCC2C(=O)NCc2ccc(F)cc2)c1 (stereo not given)	-2	-2	1.9	i	-0.5	/	2	-11	-3
NC[C@H](O)c1ccc(O)c(O)c1	4	-4	-0.9	i	-0.4	-4.2	/	8	2
CCc1c(C(=O)NN2C(=O)C3C4CCC(O4)C3C2=O)csc1C (stereo not given)	5	0	-0.1	i	-2.5	0.4	-3	-12	-3
CCOc1ccc(CN2CCNC(=O)C2CC(=O)N(C)CC2CCOCC2)cc1 (stereo not given)	11	-4	-4.8	-0.2	-0.6	0.3	-2	-3	4
O=C(NNC(=O)c1cccc(S(=O)(=O)Nc2ccc(Cl)cc2)c1)c1ccc(=O)[nH]c1	4	2	-0.4	-0.4	-1.1	1.7	/	-1	-10
COc1ccc(-c2nc(SCC(=O)N3CCCC3)n[nH]2)cc1	3	-1	1.1	-0.9	0.3	-1.5	3	9	-1
CC1=C(C(=O)OCC2CCCO2)C(c2ccsc2)C2=C(CC(C)(C)CC2=O)N1 (stereo not given)	-3	-5	-0.8	i	0.3	1.1	4	-9	11

Part of the list above, with values under each structure.
Sequence of screens: PrPC TRFRET	Anthrax LF inh2	BoNT A protease	BH1578 lux ind	PfHsp40 rescue	TcdB GH inh	SARS 3CLpro inh	PriA SSB inh	Y pestis TopoI
COc1ccc(-c2nc(SCC(=O)N3CCCC3)n[nH]2)cc1
→ 3	-1	1.1	-0.9	0.3	-1.5	3	9	-1
CC1=C(C(=O)OCC2CCCO2)C(c2ccsc2)C2=C(CC(C)(C)CC2=O)N1 (stereo not given)
→ -3	-5	-0.8	i	0.3	1.1	4	-9	11

Continued.
SMILES	PrPC TRFRET	Anthrax LF inh2	BoNT A protease	BH1578 lux ind	PfHsp40 rescue	TcdB GH inh	SARS 3CLpro inh	PriA SSB inh	Y pestis TopoI
CCOC(=O)CNC(=O)CSc1nnc(-c2ccccc2OC)n1CC	6	0	-0.5	i	-0.7	/	-2	0	-6
CCOc1ccccc1-c1nnc(CS(=O)(=O)c2ccccc2)o1	-4	-5	-2.7	-0.2	-0.1	-1.5	-2	0	4
Cc1ccc(S(=O)(=O)NC(=O)C2(C)CCN2C(=O)Cc2cccs2)cc1 (stereo not given)	0	-7	-0.5	0.6	/	0.1	/	/	3
COc1ccc(Cc2nc3ccc(C(=O)N(C)Cc4nccs4)cc3o2)cc1OC	1	-2	-0.5	i	-0.8	0.7	-1	3	0
CC(c1ccco1)N(C(=O)c1cc(Cl)cc(Cl)c1)c1ccccn1 (stereo not given)	3	4	1.2	-0.2	-1.2	2.0	-1	-14	14
COc1ccc2nc(Nc3nc4cc5c(cc4s3)OCO5)sc2c1	1	1	-0.8	-0.1	-0.9	/	-3	-18	1
Cc1ccc(/C=C/C(=O)N2CCN(Cc3ccccc3)CC2)o1	5	-1	0.1	-0.2	-0.2	/	1	16	6
CC(C)CCN1C(=O)C2(OCCCO2)c2cc(Cl)ccc21	-5	-10	-2.0	3.8	0.5	1.1	4	-26	6
CN1CCN(Cc2ccccc2Sc2ccccc2)CC1	-9	1	0.5	-0.3	0.4	/	1	2	4
CCOC(=O)C1(CCc2ccccc2)CCN(C(=O)Cc2nonc2C)CC1	0	-3	-0.6	-0.5	-1.1	-0.6	1	9	13
COc1ccc(S(=O)(=O)N(C)C[C@H]2Oc3ccc(NC(=O)Cc4cn(C)c5ccccc45)cc3C(=O)N([C@@H](C)CO)C[C@@H]2C)cc1	-2	6	-0.1	i	1.4	0.6&1.3	/	2	14
Cc1ccc(NC(=O)N(Cc2ccco2)C(C)c2ccco2)cc1C (stereo not given)	3	0	-0.2	-2.0	-0.6	0.9	1	1	27
Cc1cc(C(=O)COC(=O)CC2Sc3ccccc3NC2=O)c(C)n1-c1cccc(C(F)(F)F)c1 (stereo not given)	-6	1	-0.7	-0.3	8.2	1.7	4	1	44
O=C(CN1CCN(C(=O)c2ccco2)CC1)Nc1cccc([N+](=O)[O-])c1	-11	4	-0.3	-0.1	-0.4	0.7	1	-4	14
Cc1cc(C)cc(C(=O)NCC(=O)NNC(=O)CSc2ccccc2F)c1	1	-4	-0.6	i	0.0	1.5	/	-4	3
Cc1ccc(C(=O)NCC(=O)Nc2ccc3c(c2)CCC3)cc1	-5	2	0.2	1.8	2.6	0.3	/	-4	9
COc1ccc(OS(=O)(=O)c2c(C)noc2C)cc1	5	-10	0.4	-0.6	-0.3	0.6	-1	-17	5
COc1ccc(Nc2nc3ccccc3s2)cc1	1	-3	-1.0	-0.5	0.4	1.8	2	-2	-7
N#Cc1ccccc1OCC(=O)NC(=O)NCc1ccccc1	2	-3	-0.3	-0.3	-0.1	-0.1	10	-3	-9
O=S(=O)(c1cccc(F)c1)N1CCN(c2ncnc3scc(-c4ccc(F)cc4)c23)CC1	-3	-2	-3.2	-5.6	-1.2	1.0	/	-7	30
NC(=O)C1(N2CCCCC2)CCN(C(=O)CCCn2c(=O)[nH]c3ccsc3c2=O)CC1	-4	5	-0.5	-0.2	-1.0	2.4	/	-6	1
CC(=NCCc1ccccc1)C1=C(O)CCC1=O	-6	-1	-1.5	1.7	-2.5	/	-4	-9	3
CC(C)C(NS(=O)(=O)c1cccs1)C(=O)NCc1ccccc1 (stereo not given)	0	1	-0.1	-0.3	1.1	-0.3	3	5	-1
O=C(NC1CCCC1)C(c1ccc(F)cc1)N(Cc1ccccc1Cl)C(=O)CCl (stereo not given)	6	-1	0.7	-1.4	0.1	0.9	7	1	10
CSc1ccccc1NC(=O)C1C2CCC(C2)C1C(=O)O (stereo not given)	-3	-2	0.9	-0.4	0.2	1.1	4	-18	-1
CCn1c(=O)c2sccc2n2c(CCCC(=O)NCc3cccnc3)nnc12	8	0	1.3	-0.4	-0.3	0.8	-4	-18	-1
COc1ccc(C2c3ccc4ccccc4c3Oc3ncn(CCN(C)C)c(=N)c32)cc1 (stereo not given)	-14	0	-4.0	-6.7	1.1	5.4	-7	20	-6
CC(=O)c1ccc(N2CCN(C(=O)c3cc(-c4ccncc4)nc4ccc(Cl)cc34)CC2)cc1	-6	1	-2.3	i	0.5	0.1	0	-2	-2
CCOC(=O)CCSc1nc2c(c(C(F)(F)F)c1C#N)CCC2	0	0	0.0	6.3	0.8	/	-1	-70	18
CCc1nnc(NC(=O)CS(=O)(=O)Cc2ccccc2)s1	-3	-8	0.7	-0.1	0.7	2.3	-3	-14	-7
OC[C@@H]1CN(Cc2ccc(-c3ccccc3)cc2)C[C@H](n2cnc3c(NCc4ccco4)ncnc32)O1	10	1	-0.5	-1.2	/	1.6	/	/	0
O=C1CCc2ccccc2O1	5	-7	0.3	-0.6	0.0	0.6	/	-3	5
Cc1cccc(C(=O)OCC(=O)NNC(=O)c2cccs2)c1O	12	-2	-1.1	-1.2	0.4	-1.8	/	-8	-5
COc1nc2ccccc2nc1N1CCN(C)CC1	8	-6	-0.6	-0.6	0.6	1.1	5	5	3
Cc1ccc2c(c1)c1c(n2CC(O)Cn2c(C)nc3ccccc32)C(=O)CCC1 (stereo not given)	-2	-4	0.1	/	0.1	-8.3	2	-3	2
O=C(Cn1cc(C(F)(F)F)ccc1=O)N/N=C/c1ccc(Cl)c(Cl)c1	4	-2	-0.3	-1.0	-0.7	0.3	1	/	-1
COC(=O)c1c(NC(=O)CSc2nncs2)sc2c1CCCCC2	7	-4	-1.1	-0.4	4.8	0.6	-5	-3	2

The list is partial; the hit share may differ from the screen's.
